High-throughput results deposited in PubChem BioAssay by several laboratories.
HIV RNase H inh = blocks HIV-1 RNase H cleavage of RNA/DNA duplex; P04585; RT-RNase H RNA/DNA duplex cleavage, fluorescence; inhibition, % at 10 µM; 1.9% of 65,000 active; AID 565; in the data active = inhibition above about 50%
RmlCD inh mix = mixture blocks RmlC and RmlD coupled enzyme activity | inhibition, % at 5.5 µM | AID 1532 | 0.39% of 110,000 active | RmlC/RmlD coupled enzyme inhibition, 384-well mixture HTS; in the data active = inhibition above about 30%, passing the limit was not always enough; inconclusive = no clear call, values can overlap the other calls; note: strong numbers were not always called active
Active calls of the source: *; ? = inconclusive; · = no result given.

#	Molecule	HIV RNase H inh	RmlCD inh mix
1	CCc1ccc(C2CC(c3ccco3)=NN2S(C)(=O)=O)cc1 (centres undefined)	·	9
2	OC(COc1c(Cl)cc(Cl)cc1Cl)CN1CCCCC1 (centres undefined)	-3	-7
3	O=C(NCCCn1ccnc1)C(=O)NCC1OCCN1S(=O)(=O)c1ccc(Cl)cc1 (centres undefined)	·	-2
4	C[C@@H]1CC=C[C@H]2[C@H]1C(=O)N(Cc1ccccc1)[C@H]2c1ccc2ccccc2c1Br	·	-5
5	CCCCn1c(SCC(=O)N2CCC(C(=O)OCC)CC2)nc2cc(S(N)(=O)=O)ccc21	·	-4
6	CCCC1(C(=O)OCC)NC(c2ccc(OC)cc2OC)C2C(=O)N(c3ccc4c(c3)OCCO4)C(=O)C21 (centres undefined)	·	-24
7	Cn1ccnc1SC(=O)N1c2ccccc2Sc2ccccc21	-9	-2
8	CN(C)S(=O)(=O)c1ccc(N2CCCC2)c(C(=O)Nc2ccc(N3CCOCC3)cc2)c1	·	7
9	FC(F)(F)c1cc(-c2ccc(Cl)cc2)nc(NCc2cccnc2)n1	·	-9
10	COc1cc(NS(=O)(=O)c2ccc(NC(=O)COc3ccccc3C)cc2)nc(OC)n1	17	-14
11	O=C(Nc1ccc2oc(-c3cccnc3)nc2c1)c1ccco1	·	37
12	CCOC(=O)c1ccc(Cn2cnc3ccccc3c2=O)cc1	-13	12
13	CC1(C)CC(=O)C2=C(C1)Nc1[nH]n(-c3ccccc3)c(=O)c1C2c1ccc2c(c1)OCO2 (centres undefined)	6	11
14	CO/N=C/NC(=O)c1c(OC)ccnc1Oc1ccc(F)cc1	·	?
15	CC(=O)c1cccc2c(O)c(C3=Nc4ccccc4C3=O)[nH]c12	·	-10
16	O=C(O)C1CCCCC1C(=O)Nc1cnn(Cc2ccccc2)c1 (centres undefined)	1	8
17	COc1ccccc1CC(=O)Nc1ccc(-c2noc(COc3cccc(C)c3C)n2)cc1	·	4
18	O=C(NCc1cn2ccsc2n1)Nc1cccc(Cl)c1	-19	4
19	Cc1oc2ccc(O)cc2c1C(=O)OC(C)C	·	3
20	CC(C)(Cl)C1Cc2cc3ccc(=O)oc3cc2O1 (centres undefined)	·	35
21	O=C(COC(=O)C1(c2ccccc2)CC1)N1CCN(c2ccc(F)cc2)CC1	-3	1
22	CCN(CC)CCNC(=O)c1ccc(NC(=O)c2ccc(Cl)c(S(=O)(=O)Nc3ccccc3OC)c2)cc1	·	2
23	O=C(NCc1cccs1)C1CCN(c2nc3ccccc3o2)CC1	8	·
24	O=C(NCc1ccco1)c1ccccc1-c1ccc(C(F)(F)F)cc1	·	-5
25	Cc1c(NC(=O)C(C)Sc2ccccc2)c(=O)n(-c2ccccc2)n1C (centres undefined)	·	8
26	COc1ccc(C(CCN2CCCCC2)c2c(O)cc(OC)cc2OC)cc1 (centres undefined)	·	-7
27	CCOCC(=O)Nc1cc(C(=O)Nc2cccc(C)c2C)ccc1Cl	·	-9
28	CCC(=O)n1nc(-c2ccccc2)nc1NCc1ccccc1	-9	-9
29	COc1ccc(C2N(C(=O)c3ccccc3)CCN2C(=O)c2ccc(C)cc2)cc1 (centres undefined)	·	-1
30	O=C(Nc1ccccc1)N1C2CCC1CC(O)(c1cccnc1)C2 (centres undefined)	·	-1
31	COC(=O)c1nnn(-c2ccccc2)c1N	-3	-28
32	CCOc1ccccc1-c1ccc(C(=O)NCc2ccccc2)o1	·	-33
33	Cc1ccc(NC(=O)C(C)N2C(=O)C3CC=C(Cl)CC3C2=O)cc1 (centres undefined)	-4	2
34	O=C(NCc1ccccc1)c1cccc(NC(=O)c2ccco2)c1	·	5
35	O=C(c1ccccc1)N(CCN1CCOCC1)C1(C(=O)Nc2ccccc2)CCCCC1	3	2
36	CN(C(=O)CC(NC(=O)c1ccccc1)(c1ccccc1)c1ccccc1)c1ccccc1	·	-6
37	FC(F)(F)c1nnc2c(Sc3ccccc3)nc3ccccc3n12	·	-3
38	CC(=O)Nc1ccc(NC(=O)c2ccccc2N(C)S(C)(=O)=O)cc1	-2	-8
39	C=CCn1c(SCc2csc(C)n2)nc2sc3c(c2c1=O)CCCCC3	-32	-12
40	COC(=O)c1cc(Br)c(=O)n(Cc2ccncc2)c1	-13	·
41	CCCc1cc(=O)oc2cc(OCC(=O)N3CCc4ccccc43)ccc12	·	30
42	COCC(=O)N/N=C/c1ccc(Sc2nc3ccccc3s2)o1	·	-11
43	CCOC(=O)c1sc(NC(=O)c2ccc(S(=O)(=O)N(C)C)cc2)cc1C	·	-13
44	Cc1cccc(C)c1-n1c(C)cc(/C=C2\NC(=O)NC2=O)c1C	·	-8
45	Cc1nn(C)c(C(=O)N2CCc3ccccc32)c1Cl	·	-5
46	O=C(NCC(c1cccnc1)N1CCN(c2ccccc2F)CC1)c1cccc(Cl)c1 (centres undefined)	3	4
47	CC1CCN(C(=O)C2CCN(C(=O)c3cc4sccc4n3Cc3ccc(F)cc3)CC2)CC1	1	-6
48	COC(=O)c1cc(Br)c(=O)n(-c2nccs2)c1	-2	-8
49	COc1cc(C)nc(Oc2ccc(OCCOc3ccc(C)cc3)nn2)n1	-3	-8
50	Cc1ccccc1OC(=O)C1C(c2ccccc2)C(C(=O)O)C1c1ccccc1 (centres undefined)	·	-15
51	COc1cc2c(cc1OC)-c1cc(NC3CCCCCC3)nc(=O)n1CC2	-39	1
52	COc1ccc(N2Cc3cccc(C(=O)N4CCN(C(=O)c5ccco5)CC4)c3C2=O)cc1	43	8
53	Cc1csc2nc(CSc3ccc(Cl)cc3)cn12	-43	5
54	CCOC(=O)N1CCN(S(=O)(=O)c2cc(-c3nn4c(C)nnc4c4ccccc34)ccc2C)CC1	·	-2
55	COc1ccc(-n2nc(C(=O)O)c3ccccc3c2=O)cc1	·	2
56	Cc1oc(-c2ccc(Cl)cc2)[n+]([O-])c1C	-24	10

Other records follow:
#	Molecule	HIV RNase H inh	RmlCD inh mix
57	CCN1C(=O)C(CC(=O)NCc2ccc(Cl)cc2)N(CC)C1=O (centres undefined)	-4	3
58	CCC(=O)NC(Nc1sc2c(c1C(=O)OC)CCCC2)(C(F)(F)F)C(F)(F)F	·	10
59	COc1cc(/C=C(\C#N)C(=O)NCC2CCCO2)c([N+](=O)[O-])cc1OC (centres undefined)	·	-8
60	Clc1ccccc1-c1nn2c(-c3ccccn3)nnc2s1	-4	0
61	COC(=O)c1ccccc1NC1=C/C(=N\S(=O)(=O)c2cccs2)c2ccccc2C1=O	·	-28
62	Cc1ccc(S(=O)(=O)NCC(=O)OCC(=O)c2ccc(Br)s2)cc1	·	11
63	COc1ccc(C(=O)NCc2cn3ccsc3n2)cc1OC	-14	0
64	O=S1(=O)CCC(NCC2CCCO2)C1 (centres undefined)	1	9

A few values from the results shown:
RmlCD inh mix with #58 stands at 10
RmlCD inh mix with #59 stands at -8
HIV RNase H inh with #63 stands at -14
HIV RNase H inh with #64 stands at 1
HIV RNase H inh with #57 stands at -4

(further entries)
#	Molecule	HIV RNase H inh	RmlCD inh mix
65	O=C(c1ccccc1)N1CCCOC1c1ccccc1 (centres undefined)	-10	9
66	O=C(CC1OC(=O)c2ccccc21)NC1CCCCC1 (centres undefined)	-7	4
67	Cc1occc1C(=O)NNC(=S)NCC(C)C	·	4
68	CC[n+]1c(/C=C2\C=C(C)CC(C)C2)sc2ccccc21 (centres undefined)	·	2
69	COc1cccc(C2C(C(N)=O)=C(C)Nc3nc(CCCO)nn32)c1OC (centres undefined)	-2	5
70	Cc1ccc(C2=NNC(=O)C(c3ccc(Cl)cc3)C2)cc1 (centres undefined)	·	-6
71	Cc1ccc(-n2c(Cn3nc(C(F)(F)F)cc3C)n[nH]c2=S)cc1	·	?
72	O=C(c1cc2c(=O)oc3ccccc3c2s1)N1CCOCC1	-18	7
73	NC(=O)c1sc2nc3c(c(-c4ccc(Cl)cc4)c2c1N)CCCC3	·	-14
74	CCN(CC)CCCNC(=O)Cn1ncc2c(=O)oc3ccc(C)cc3c21	-6	3
75	CC(C)CC(=O)Nc1cc([N+](=O)[O-])ccc1Cl	·	6
76	COCC(=O)Nc1ccc(S(=O)(=O)Nc2cc(C)nc(C)n2)cc1	·	-17
77	COc1ccc(C(NC(=O)/C=C\c2ccco2)c2ccc(OC)c(OC)c2)cc1 (centres undefined)	·	-3
78	CCOC(=O)N1CCN(C(=O)c2ccc3c(c2)sc2nc(-c4ccccc4)cn23)CC1	-6	0
79	CCN1CCN(C(=O)CN(CCc2ccccc2)S(C)(=O)=O)CC1	·	-13
80	CC(=NCc1cccnc1)c1c(O)n(-c2ccccc2C)c(=O)[nH]c1=O	·	12
81	COC(=O)c1ccccc1COn1c(=O)c(C)[n+]([O-])c2ccccc21	-9	0
82	Cc1cccc(OCCCSc2nc3ccc(C)cc3[nH]2)c1	·	8
83	CC(C)(C)N(NC(=O)c1ccccc1)C(=O)c1cccc(C(=O)N(NC(=O)c2ccccc2)C(C)(C)C)c1	·	-9
84	O=C(CSc1nc2ccsc2c(=O)n1NC(=O)c1ccccc1)NCc1ccco1	-2	-12
85	CCN(CC)CCN1C(=O)C(O)=C(C(=O)c2cccs2)C1c1ccccn1 (centres undefined)	0	-1
86	COc1cc(OC)nc(NC(=O)C(C)C)n1	1	7
87	Cc1ccc(OCC(O)Cn2c(=N)n(Cc3ccccc3)c3ccccc32)cc1 (centres undefined)	·	8
88	CCc1nc(SCC(N)=O)c2c(=O)n(C)c(=O)n(C)c2n1	-5	-12
89	Cc1c(Nc2nc3ccccc3nc2N2CCN(c3ccccc3)CC2)c(=O)n(-c2ccccc2)n1C	0	0
90	COc1ccccc1-c1noc(-c2ccco2)n1	-7	-10
91	O=C(NCc1ccc2c(c1)OCO2)c1ccc2c(c1)C(=O)N(CC1CCCO1)C2=O (centres undefined)	-13	13
92	CCC(C)(C)n1nnnc1C(c1ccc(N(C)C)cc1)N1CCN(C2CCCCC2)CC1 (centres undefined)	7	-10
93	Cc1ccc(S(=O)(=O)N2CCC(C(=O)N[C@@H](C)C(=O)NC3CCCCC3)CC2)cc1	-8	-8
94	COC(=O)[C@H](NC(=O)c1cc(-c2ccccc2)nc2ccccc12)c1ccccc1	·	4
95	CC(C)N=C(NC#N)SCc1ccccc1	·	9
96	O=c1cc(CO)oc(CN2CCN(c3ccccc3)CC2)c1O	-1	-11

7 compounds from above, ordered by heavy-atom count, largest number first:
#	Molecule	HIV RNase H inh	RmlCD inh mix
13	CC1(C)CC(=O)C2=C(C1)Nc1[nH]n(-c3ccccc3)c(=O)c1C2c1ccc2c(c1)OCO2 (centres undefined)	6	11
77	COc1ccc(C(NC(=O)/C=C\c2ccco2)c2ccc(OC)c(OC)c2)cc1 (centres undefined)	·	-3
85	CCN(CC)CCN1C(=O)C(O)=C(C(=O)c2cccs2)C1c1ccccn1 (centres undefined)	0	-1
15	CC(=O)c1cccc2c(O)c(C3=Nc4ccccc4C3=O)[nH]c12	·	-10
18	O=C(NCc1cn2ccsc2n1)Nc1cccc(Cl)c1	-19	4
45	Cc1nn(C)c(C(=O)N2CCc3ccccc32)c1Cl	·	-5
31	COC(=O)c1nnn(-c2ccccc2)c1N	-3	-28

Going on with the list.
#	Molecule	HIV RNase H inh	RmlCD inh mix
97	CCn1c2ccccc2c2cc(NC(=O)C3CCN(S(=O)(=O)c4cccs4)CC3)ccc21	23	12
98	Cc1ccc(S(=O)(=O)NCCC(=O)OCn2nnc3ccccc3c2=O)cc1	-75	-9
99	CCN(CC)c1nc(-c2ccc(Cl)cc2)cc(C(F)(F)F)c1C#N	·	-15
100	Cc1ccc(C2C(C#N)=C(N)Oc3n[nH]c(-c4cccs4)c32)s1 (centres undefined)	-1	-14
101	Cc1ccc(Nc2nc(=O)c3cccnc3s2)cc1	-1	1
102	COc1ccc(C)cc1NC(=O)C1CCC(CNc2c(N3CCOCC3)c(=O)c2=O)CC1 (centres undefined)	·	5
103	O=C(Oc1ccc(-c2cnc3ccccc3n2)cc1)c1cccc([N+](=O)[O-])c1	·	-6
104	COc1ccc(C(C(=O)NC2CCCC2)N(C(=O)c2snc(-c3ccc(F)cc3)c2N)c2cccc(F)c2)cc1 (centres undefined)	·	-8
105	CC(=O)OCC(=O)[C@@]12OC3(CCCC3)O[C@@H]1C[C@H]1[C@@H]3CCC4=CC(=O)C=C[C@]4(C)[C@@]3(F)[C@@H](O)C[C@@]12C	36	-17
106	O=Nc1c(O)n(Cc2ccc(Cl)cc2)c2ccccc12	·	-6
107	CCOc1ccc(C2SCC(=O)Nc3c2c(C)nn3C2CCOC(C)(C)C2)cc1 (centres undefined)	·	40
108	C=CCOc1nc2c(c(=O)n(Cc3ccc(Cl)cc3)c(=O)n2C)n1C	-7	1
109	CN1CCN(CC#CCC(O)(c2ccccc2)C2CCCC2)CC1 (centres undefined)	-6	-8
110	CN1CCc2cc(Cl)c(O)cc2[C@@H](c2ccccc2)C1	·	3
111	CC(=O)c1c(N2CCN(C)CC2)[nH]c(-c2ccccc2)nc1=S	·	-7
112	CCOc1ccc(C(=O)N2CCC(C(=O)c3ccc4c(c3)OCCO4)CC2)cc1	-27	9
113	CCCCCCNS(=O)(=O)c1ccc(OC)c(OC)c1	19	-13
114	O=C(NCC1CCCO1)c1ccc(CS(=O)(=O)c2c(Cl)cccc2Cl)o1 (centres undefined)	·	4
115	COc1cc2c(cc1OC)C(c1cc3cc(OC)c(OC)cc3[nH]c1=O)N(C(=O)C1CC1)CC2 (centres undefined)	-7	11
116	COc1cccc(OCC(O)CN2C(C)CCCC2C)c1 (centres undefined)	-6	14
117	Cc1nnc(N2CCCCC2)c2ccccc12	-12	-12
118	CCOCCCNC(=O)C1CCN(S(=O)(=O)c2c(C)noc2/C=C\c2ccc(OC)cc2)CC1	-1	24
119	CC(C)(C)C(=O)[C@@H]1[C@@H]2C(=O)N(c3ccc4c(c3)OCCO4)C(=O)[C@@H]2C2c3ccccc3C=CN21 (some centres undefined)	20	-13
120	CCc1ccc(C(=O)CSc2nc3ccccc3c(=O)[nH]2)cc1	·	-28
121	COC(=O)C(C)n1cnc2c(nnn2Cc2ccc(Cl)cc2)c1=O (centres undefined)	-6	27

Not all compounds are listed (hit frequency here may not be typical).
